# pAkt inh = HTS Assay for Inhibitors of Akt Phophorylation: Primary Screen | 360,000 compounds, 0.32% hits | Neuro2A IGF-stimulated pAkt S473 HTRF, 20 min; active compounds read low | activity change, % for hits at 50 µM; in the data active means activity change below about -80%; inconclusive means mostly about -51% to -80%; further: on the % scale 0 is the no-effect control and ±100 the full control effect
#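 Neuro2A cells in DMEM with 0.5% FBS, overnight at 37 deg C, given compound at single 50 µM final, then IGF (6 nM final) for 20 min at 37 deg C. Lysed; phospho-Akt Ser473 by HTRF after 24 h, 665/615 ratio.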
# PTHR1 agonist = qHTS for PTHR1 Agonists: Primary Screen; HEK293 GP2 PTHR1 cells, GloSensor cAMP luminescence, 1 h; 410,000 compounds, 0.075% hits; Potency, µM (doses to about 115 µM), inactives show top-dose activation, usual class: activators; further: potency means the concentration at half of the fitted maximal effect; nearly all actives have a fitted effect of over 55% in size; some results filed as inactive show a strong effect at the top dose; inactives centre near -15; many of its hits are not listed in these tables
# Target sequence (Q03431 whole entry, looked up): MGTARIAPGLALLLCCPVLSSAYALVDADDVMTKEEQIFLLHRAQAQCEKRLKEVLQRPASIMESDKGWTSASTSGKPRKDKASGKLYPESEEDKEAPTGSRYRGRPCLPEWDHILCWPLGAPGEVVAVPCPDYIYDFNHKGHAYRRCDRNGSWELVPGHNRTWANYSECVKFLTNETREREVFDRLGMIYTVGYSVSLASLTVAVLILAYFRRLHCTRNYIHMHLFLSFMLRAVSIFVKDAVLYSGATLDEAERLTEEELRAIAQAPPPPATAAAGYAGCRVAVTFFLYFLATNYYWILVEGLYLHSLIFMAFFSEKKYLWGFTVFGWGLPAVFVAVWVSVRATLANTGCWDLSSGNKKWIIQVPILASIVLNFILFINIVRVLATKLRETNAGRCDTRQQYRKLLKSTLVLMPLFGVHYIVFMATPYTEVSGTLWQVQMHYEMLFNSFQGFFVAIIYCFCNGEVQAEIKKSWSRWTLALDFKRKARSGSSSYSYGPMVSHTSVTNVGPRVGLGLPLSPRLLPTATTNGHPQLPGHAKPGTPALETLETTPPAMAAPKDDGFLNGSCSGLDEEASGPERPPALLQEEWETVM
#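 HEK-293-derived GP2 cells expressing PTHR1 and a GloSensor cAMP reporter, 3,000/well, plated overnight, given luciferin plus IBMX (each 0.5 mM as added) for 1 h at 37 °C, then compound for 1 h at 37 °C. Luminescence was read after 15 min at room temperature.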
# Mm-Cpn inhibitor = Inhibitors of TCP-1 ring complex (TRiC) of Methanococcus maripaludis (MmCpn): qHTS; Chaperonin Mm-Cpn (Methanococcus maripaludis); purified Mm-Cpn ATPase, ADP Transcreener TR-FRET; Potency, µM (top dose mostly 76.9 µM), for inactives: at the top dose activity, negative = inhibition, most hits filed as inhibitors; 330,000 compounds, 0.031% hits; AID 504842, 2011; further: potency means the concentration at half of the fitted maximal effect; on the % scale 0 is the no-effect control and ±100 the full control effect; nearly all actives have a fitted effect of over 80% in size
#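 25 nM Mm-CPN + cpd, 10 min 37°C; + 10 uM ATP, 30 min 37°C; buffer 30 mM Tris pH 7.4, 100 mM KCl, 5 mM MgCl2, 1 mM DTT; Transcreener ADP HTRF detection 30 min RT.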
# TDP-43 yeast inh = qHTS of TDP-43 Inhibitors | AID 652104, 2013 | TDP-43 expressing yeast growth rescue, BacTiter-Glo, 24 h | Potency, µM (doses to about 46.1 µM), for the others: at the highest dose growth rescue (activation), usual class: activators | 410,000 compounds, 1.8% hits; further: potency means the concentration at half of the fitted maximal effect; % of control where 0% means no effect; nearly all actives have a fitted effect of over 50% in size
#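 In this qHTS, compounds that restore growth of yeast expressing TDP-43 appear as activators. Cells (OD600=0.02, galactose medium, raffinose-pregrown) are incubated with compound 24 hr at 30 deg C and growth is quantified by BacTiter-Glo.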
# aSyn rescue = qHTS of alpha-syn Inhibitors. Yeast expressing alpha-synuclein, growth rescue, BacTiter-Glo, 24 h. Potency, µM (top dose mostly 46.1 µM), for the others: at the highest dose growth rescue (activation), hits mostly activators. 370,000 compounds, 0.14% hits; further: potency means the concentration at half of the fitted maximal effect; % of control where 0% means no effect; nearly all actives have a fitted effect of over 65% in size
#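 Screening used galactose-induced yeast with toxic alpha-synuclein levels, exposed to compound for 24 hr at 30 deg C. Cell growth, read with BacTiter-Glo luminescence, gave the measured signal.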
# GLP1R cytotox = qHTS of GLP-1 Receptor Inverse Agonists: Cytotox Screen. HEK293 cAMP-luciferase reporter cells, luminescence, 24 h. AID 624418, 2012. 410,000 compounds, 0.13% hits. Potency, µM (highest dose often 38.3 µM), inactives show at the top dose activity change, negative = inhibition, most hits filed as inhibitors;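 further: loss of luciferase light is scored as toxicity; potency means the concentration at half of the fitted maximal effect; on the % scale 0 is the no-effect control and ±100 the full control effect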
#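 Quantitative HTS format, 1536 wells, 200 cells/uL seeded. Compounds: 23 nL, 24 h, 37 °C. Detection: luciferase reagent, luminescence at 12 min RT; decreased signal taken as cytotoxic.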
# Abeta rescue = qHTS for compounds that reverse cellular toxicity of Amyloid beta (A-beta) peptide in yeast: Primary Screen; yeast expressing A-beta42, growth rescue, OD600, 48 h; response scale: 0% DMSO, 100% iron-clioquinol control; Potency, µM (doses to about 46.1 µM), for the others: top-dose growth rescue, hits mostly activators; 410,000 compounds, 0.063% hits; further: potency means the concentration at half of the fitted maximal effect; nearly all actives have a fitted effect of over 55% in size
#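 Yeast growth medium received pinned compounds, then yeast cells expressing toxic A-beta were added; plates incubated at 30 C for 48 hr. Growth read as absorbance at 600 nm, normalized to DMSO and equimolar FeCl3 plus clioquinol controls.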
# GLP1R inv ag = qHTS of GLP-1 Receptor Inverse Agonists (Inhibition Mode); AID 624417, 2012; Glucagon-like peptide 1 receptor (Homo sapiens), P43220; 410,000 compounds, 1.6% hits; Potency, µM (highest dose often 38.3 µM), inactives show top-dose activity change, negative = inhibition, hits mostly inhibitors; HEK293 GLP-1R CRE-luciferase, luminescence, 24 h; GLP-1R form is constitutively active; further: potency means the concentration at half of the fitted maximal effect; on the % scale 0 is the no-effect control and ±100 the full control effect; nearly all actives have a fitted effect of over 55% in size
# Target sequence (P43220 whole entry, looked up): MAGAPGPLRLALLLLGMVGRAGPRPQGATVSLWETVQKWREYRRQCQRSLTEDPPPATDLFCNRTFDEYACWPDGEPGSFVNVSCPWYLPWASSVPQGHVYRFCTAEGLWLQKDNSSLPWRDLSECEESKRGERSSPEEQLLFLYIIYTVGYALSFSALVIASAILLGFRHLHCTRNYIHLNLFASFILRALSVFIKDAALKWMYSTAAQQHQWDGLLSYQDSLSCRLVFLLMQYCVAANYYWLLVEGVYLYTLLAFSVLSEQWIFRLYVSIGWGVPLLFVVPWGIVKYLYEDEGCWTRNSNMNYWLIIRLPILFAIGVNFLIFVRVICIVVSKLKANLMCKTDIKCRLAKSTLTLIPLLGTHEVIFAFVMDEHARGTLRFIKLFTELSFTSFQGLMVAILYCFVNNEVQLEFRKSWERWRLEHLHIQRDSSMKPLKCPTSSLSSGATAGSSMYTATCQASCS
#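 qHTS in 1536-well format: reporter HEK293 cells expressing constitutive GLP-1R activity in DMEM + 10% Nu serum, 24 hr with compounds at 37 deg C, luminescence read after 12 min with detection reagent.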
# FUS suppressor = qHTS for Suppressors of FUS Proteinopathy: Primary screen using FUS-linked yeast assay; S. cerevisiae FUS-expressing, growth rescue, OD600, 24 h; 390,000 compounds, 0.24% hits; Potency, µM (top dose mostly 76.6 µM), for inactives: at the highest dose growth rescue (activation), usual class: activators;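 further: potency means the concentration at half of the fitted maximal effect; plate controls were DMSO vehicle for no effect and reference control for full effect; nearly all actives have a fitted effect of over 55% in size; some results filed as inactive show a strong effect at the top dose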
#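 Compound concentration series was pinned onto galactose-induced FUS-expressing yeast seeded at OD 0.005. Plates sat 24hr at 30C; absorbance at 600 nm gave growth. DMSO served as background control.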
# Starred values were filed as active, the others as inactive; i = inactive; ? = inconclusive; . = no result given; [ ] = another dose, or the depositor's remark. Unless noted, the call rests on the fitted dose curve; in most records, active means well fitted curve in the direction sought with a large enough effect; inconclusive means small, poorly fitted or top-dose-only effect, or another doubt; inactive means no such curve, though single readings can be large; an effect the other way counts as inactive or inconclusive.
SMILES,pAkt inh,PTHR1 agonist,Mm-Cpn inhibitor,TDP-43 yeast inh,aSyn rescue,GLP1R cytotox,Abeta rescue,GLP1R inv ag,FUS suppressor
Nc1nc(-c2ccccc2)c(-c2ccccc2)n1N,i,i,1%,27%,0%,-18%,-5%,49%[activator],-4%
Cc1nc(-c2ccc(Cl)cc2)sc1CCNC(=O)c1ccc(C(F)(F)F)cc1,.,-96%[inhibitor],.,-6%,.,0%,-13%,6%,-19%
C/C=C/c1cccc(-c2nc(C(=O)NC3CCCC3)cc3c2[C@@H](CCO)N(S(=O)C(C)(C)C)C3)c1 (stereo partly specified),i,0%,.,14%,3%,2%,-3%,10%,38%
COc1cc2c(cc1OC)CN(C(=O)c1cc(Cl)nc(Cl)c1)CC2,i,10%,-5%,18%,2%,-1%,16%,18%,-9%
CC(Oc1ccc2c3c(c(=O)oc2c1)CCCC3)C(=O)NCCCn1ccnc1 (stereo unspecified),i,i,1%,21%,-6%,-4%,6%,3%,18%
CC(=O)c1c(Cl)nc2ccc(Br)cc2c1-c1ccccc1,i,-13%,0%,-3%,-4%,4%,-12%,?,-17%
Cc1ccc(SCC(=O)NC2CC3CCC(C2)N3C)cc1 (stereo unspecified),i,i,2%,-3%,?,-1%,-16%,-28%,5%
O=C(CSc1nc2ccccc2n1Cc1cccc(F)c1)N1CCN(c2ccc(F)cc2)CC1,.,-19%,.,24%,.,1%,-16%,3%,-21%
CC1=NOC(=O)/C1=C\c1ccc(-c2ccc(Br)cc2C(=O)O)o1,i,-17%,-8%,-3%,2%,6%,27%,14%,-15%
O=C(NCCCC(NC(=O)OCc1ccccc1)C(=O)O)OCc1ccccc1 (stereo unspecified),i,i,0%,10%,1%,-16%,10%,16%,-1%
CC(=O)c1ccc(S(=O)(=O)NCCC(=O)OCC(=O)N2CCCC2=O)cc1,i,i,-1%,-11%,-5%,-6%,-6%,59%[activator],16%
O=C(Nc1ccccc1)c1cnc(-c2ccccc2)nc1-c1ccccc1,i,-21%[57.5 µM],2%,14%,2%,-32%,22%,0%,2%
Cn1cc([C@]2(O)C(=O)Nc3ccc(F)cc32)c2ccccc21,i,-2%,.,2%,5%,3%,-10%,15%,-10%
O=C(c1ccco1)N1CCN(C(=O)c2cnn(-c3ccc(Cl)cc3)c2C2CCNCC2)CC1,i,-9%,1%,5%,0%,-9%,12%,-21%,9%
C[C@H]1CCCCO[C@H](CN(C)CC2CCCCC2)[C@@H](C)CN([C@@H](C)CO)C(=O)c2cc(NS(=O)(=O)c3ccccc3)ccc2O1,i,-19%,.,9%,0%,-30%,-2%,?,25%
Cc1ccc(OCCC(=O)OCC(=O)NC(=O)NC2CCCCC2)cc1,i,-19%,1%,-6%,-5%,10%,?,5%,32%
CCOC(=O)CCNc1n[nH]c(=O)[nH]c1=O,i,i,0%,4%,-1%,-20%,5%,2%,-25%
COc1cccc(NC(=O)Nc2ccc3c(c2)CCC3)c1,i,i,-6%,24%,-4%,-7%,10%,?,2%
CCc1ccc(-c2nc(SCC(=O)NC3CCS(=O)(=O)C3)n[nH]2)cc1 (stereo unspecified),i,-14%,-1%,2%,0%,5%,2%,14%,12%
CC(C)(C)OC(=O)NCCCC[C@H](NC(=O)c1nc[nH]c1C(=O)NCC(=O)OCc1ccccc1)C(=O)OC(C)(C)C,i,-32%[inhibitor],3%,-7%,0%,11%,-1%,?,?
O=c1[nH]c2cc3c(cc2cc1CN(Cc1ccc2c(c1)OCO2)Cc1nnnn1CC1CCCO1)OCO3 (stereo unspecified),i,9%[57.5 µM],-16%,-13%,-3%,17%,-2%,80%[activator],?
CC12c3ccccc3C(c3ccccc31)C1C(=O)N(Cc3cccnc3)C(=O)C12 (stereo unspecified),i,30%[57.5 µM],1%,-17%,16%,45%[activator],?,8.9µM*,21%
CC(=O)c1cc(F)ccc1OCC(=O)N1CCCc2ccccc21,i,-11%,-2%,7%,6%,-11%,6%,-1%,9%
O=C(O)COCC(=O)Nc1ccc(-n2nc(C(F)(F)F)cc2-c2cccs2)cc1,i,i,1%,-7%,0%,1%,21%,19%,18%
CC(=O)N/C(=C/c1cccnc1)C(=O)Nc1ccc(Cl)cc1,i,0%,-1%,-5%,12%,-25%,-3%,7%,-9%
O=C(COC(=O)c1nc(Cl)ccc1Cl)NC1CCCCCC1,i,i,0%,?,7%,2%,21%,9%,-9%
O=C1OC2(CCCC2)OC(=O)C1=Cc1c[nH]c2ccccc12,i,-23%,-4%,-13%[0.397 µM],13%,-14%,-6%,-15%,-17%
CCCC(=O)Nc1ccc(C#Cc2ccccc2)cc1,i,-12%[57.5 µM],0%,?,-9%,-29%,-4%,?,1%
COc1cccc(NC(=O)c2ccnc(N3CCC(C(=O)NCc4cc(OC)ccc4OC)CC3)c2)c1,i,-7%,-3%,1%,-1%,-5%,-8%,?,?
Cc1ccc(S(=O)(=O)N(C)Cc2ccccc2)cc1C(=O)N1CCCCC1,i,-73%[inhibitor],0%,-16%,-5%,12%,-11%,?,.
Cn1c(SCC(=O)O)nnc1-c1ccc(NC(=O)c2ccc(Cl)c(Cl)c2)cc1,i,i,1%,1%,-1%,2%,-5%,34%[activator],31%
CCOC(=O)c1ccc(-n2c(=S)sc3c(=O)[nH]c(C)nc32)cc1,i,-13%[57.5 µM],-7%,-15%,-22%,0%,7%,98%[activator],12%
O=C(O)C1CSCN1S(=O)(=O)c1cccc2nsnc12 (stereo unspecified),i,-5%[57.5 µM],-1%,-16%,-7%,-4%,-2%,-6%,18%
Cc1ccc(S(=O)(=O)NCC(=O)OCC(=O)NC(=O)c2cccn2C)cc1,i,i,1%,-11%,6%,0%,-1%,0%,?
N#Cc1cc2c(nc1SCC(O)CS(=O)(=O)Cc1ccc(Cl)cc1)CCCC2 (stereo unspecified),i,-29%,-23%,12%,12%,13%,-3%,?,29%
O=C(CSc1ccccc1F)NCC(c1cccs1)N1CCOCC1 (stereo unspecified),i,-23%,1%,12%,0%,10%,8%,5%,-12%
Cc1ccccc1NC(=O)CSCCO,i,i,-2%,22%,-1%,-3%,5%,1%,-8%
CCCOC(=O)C(C)n1cnc2scc(-c3ccc(C)cc3)c2c1=O (stereo unspecified),i,i,0%,-10%,?,-5%,-18%,?,28%
COc1ccc(C(c2c(C)n(C)n(-c3ccccc3)c2=O)c2c(C)n(C)n(-c3ccccc3)c2=O)c(OC)c1OC,i,-4%,2%,-29%,-1%,16%,-12%,24%,14%
COCCCNC(=O)c1c(N)n(/N=C/c2cccs2)c2nc3ccccc3nc12,i,i,0%,-8%,15%,109%[activator],2%,36%[activator],7%
CCOC(=O)c1nc(N)c(C(=O)OCC)[nH]1,i,-6%,-1%,9%,18%,3%,4%,11%,-10%
COc1ccc(CCC(=O)NCc2nc3cccnc3n2Cc2ccc(C)cc2)cc1,.,-16%,.,19%,.,-11%,5%,2%,21%
O=C(NCc1ccc(F)cc1)c1ccc2c(c1)nnn2C1CCCC1,.,i,.,13%,.,-1%,-22%,-16%,0%
CCCNC(=S)N1CCC(NC(=O)c2ccc(OC)cc2)CC1,i,i,-1%,6%,-2%,-1%,-11%,3%,-9%
Cc1nc2sc(C(c3ccco3)N3CCc4ccccc4C3)c(O)n2n1 (stereo unspecified),i,-32%[inhibitor],.,-8%,-2%,-1%,4%,-4%,18%
Cc1ccc(NC(=S)Nc2ccc3nc(-c4ccccn4)c(-c4ccccn4)nc3c2)cc1C,i,i,-7%,14%,-3%,176%[activator],5%,-5%,.
CCc1n[nH]c(=O)c2cc3cc(OC)ccc3n12,i,-4%,0%,-1%,9%,-8%,-4%,92%[activator],-31%
COc1ccc(Cl)cc1NS(=O)(=O)c1ccc(S(=O)(=O)N2CCCC2)cc1,.,i,1%,-17%,?,3%,-3%,0%,?
CCN1CCN(C(c2ccc(F)cc2)c2nnnn2Cc2ccc3c(c2)OCO3)CC1 (stereo unspecified),i,-11%,1%,-3%,6%,8%,-6%,?,-8%
Cc1ccc(CN2CCSc3sccc3C2=O)cc1,i,?,0%,14%,7%,4%,21%,?,-35%
Cc1ccc(C)c(N2CCN(S(=O)(=O)c3cc(Br)cc4c3N(C(=O)C3CC3)CC4)CC2)c1,.,-1%,.,7%,.,-6%,-2%,13%,-26%

# Sorted by the number under PTHR1 agonist (smallest number first): some entries from above
canonical_smiles	PTHR1 agonist
COc1ccc(CCC(=O)NCc2nc3cccnc3n2Cc2ccc(C)cc2)cc1	-16%
CCN1CCN(C(c2ccc(F)cc2)c2nnnn2Cc2ccc3c(c2)OCO3)CC1 (stereo unspecified)	-11%
CCc1n[nH]c(=O)c2cc3cc(OC)ccc3n12	-4%

# This is a subset, so the mix of outcomes need not match the whole.
